Pf Dd2 growth: qHTS Primary assay for Inhibitors of Plasmodium falciparum Dd2 growth in vitro | P. falciparum Dd2 growth, SYBR Green, 72 h | Potency, µM (highest dose often 28.9 µM), for the others: at the top dose activity, negative = inhibition, actives largely listed as inhibitors | hit rate 4.3% among 120,000; active means well fitted inhibition curve with a large enough effect; inconclusive means small, poorly fitted or top-dose-only effect; inactive means no such curve, though single readings can be large or run the other way;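 further: plate controls were DMSO vehicle for no effect and reference drug for full effect; nearly all actives have a fitted effect of over 65% in size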
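Readout: SYBR Green fluorescence, 485 nm excitation, 535 nm emission, after ~16 h lysis at 37C. Before that, Dd2-infected red cells (2.5% hematocrit) grew 72 h with compound, 29 uM top final concentration.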
Starred values were filed as active, the others as inactive; i = inactive; ? = inconclusive; [ ] = another dose, or the depositor's remark. Potency means the concentration at half of the fitted maximal effect. An excerpt; rates above refer to the full screens.

| smiles | Pf Dd2 growth |
| --- | --- |
| COc1ccc(C(=O)N2[C@@H]3CC[C@H]2CC(NC(=O)c2cnc(C)cn2)C3)c(OC)c1 (some centres not stated) | 13% |
| O=C(COc1ccccc1)N1CCCC(c2noc(COc3ccccc3)n2)C1 (configuration not stated) | ? |
| Cc1ncc(CN2CCC3(CC2)CCN(Cc2ccoc2)CC3CO)n1C (configuration not stated) | 8% |
| COc1ccc(CC(=O)NCCc2sc(-c3ccc(Cl)cc3)nc2C)cc1OC | i |
| CCC(=O)N1CCc2cc(Br)cc(S(=O)(=O)N3CCN(c4cc(C)ccc4C)CC3)c21 | 5% |
| COc1cc(NC(=O)Cn2nc(C(F)(F)F)c3c2CCCC3)c(OC)cc1Cl | -24% |
| Cc1c(Cl)cccc1NC(=O)Cn1cnc2nc3c(cc2c1=O)CCCC3 | 11% |
| O=C(COc1ccccc1)N1CCC2(CCC(=O)N(Cc3ccccc3)CC2)CC1 | -2% |
| CC(C)CSc1nnc(-c2ccccc2)c(-c2ccccc2)n1 | 22% |
| CCN(CCCNC(=O)CN1N=C(c2ccc(OC)cc2)CCC1=O)c1cccc(C)c1 | ? |
| COc1cccc(CNC(=O)CN2C(=O)NC3(CCCCC3)C2=O)c1OC | -14% |
| Cc1ccc(-n2nc(C)c([C@H]3C=C[C@@H](OC(=O)Nc4ccc(C(C)C)cc4)C3)c2C)cc1Cl | ? |

The closing six entries of the part before open the next one:
| smiles | Pf Dd2 growth |
| --- | --- |
| Cc1c(Cl)cccc1NC(=O)Cn1cnc2nc3c(cc2c1=O)CCCC3 | 11% |
| O=C(COc1ccccc1)N1CCC2(CCC(=O)N(Cc3ccccc3)CC2)CC1 | -2% |
| CC(C)CSc1nnc(-c2ccccc2)c(-c2ccccc2)n1 | 22% |
| CCN(CCCNC(=O)CN1N=C(c2ccc(OC)cc2)CCC1=O)c1cccc(C)c1 | ? |
| COc1cccc(CNC(=O)CN2C(=O)NC3(CCCCC3)C2=O)c1OC | -14% |
| Cc1ccc(-n2nc(C)c([C@H]3C=C[C@@H](OC(=O)Nc4ccc(C(C)C)cc4)C3)c2C)cc1Cl | ? |
| CCOC(=O)c1cn(C2CN(S(=O)(=O)c3cccc(Br)c3)C2)nn1 | ? |
| O=[S+]([O-])(c1cccc(C(F)(F)F)c1)N1CC(Oc2ccc(F)cc2F)C1 | 13% |
| CCC1CN(C(=O)C2CCN(S(=O)(=O)c3c(C)noc3/C=C/c3ccc(C)cc3)CC2)c2cc(C)ccc2O1 (configuration not stated) | ? |
| COc1ccccc1C1C=C(c2ccc(C(C)C)cc2)Nc2nnnn21 (configuration not stated) | i |
| O=C(C1CCN(c2ncnc3c2nc2n3CCCCC2)CC1)N1CCN(c2ccccc2F)CC1 | -4% |
| Cc1cccc(NC(=O)NC2CCN(C(=O)N3CC4CC(C3)[C@H]3CCCC(=O)N3C4)CC2)c1 (some centres not stated) | i |
| O=C(NC[C@H]1O[C@@H](CO)[C@@H](O)[C@H]1N1CCCC1)c1ccc(F)c(Cl)c1 | -22%[44.1 µM] |
| CCOC(=O)c1c(NC(=O)CSc2cn(CCNC(=O)c3ccc(OC)c(OC)c3)c3ccccc23)sc2c1CCC2 | ? |
| CCOc1ccc(CNC(=O)c2nn(-c3ccc(OC)cc3)c(=O)c3c2c2ccccc2n3C)cc1 | 50%[activator] |
| Cc1nn(-c2ccc(N3CCOCC3)nn2)c(C)c1CCC(=O)NCc1ccc(Cl)cc1 | 37%[activator] |
| Fc1ccccc1C1=NC(c2ccc(C(F)(F)F)cc2)=Nc2ccccc2N1 | 10% |
| CC(=O)Nc1ccc(C(=O)N2CCC3(CC2)CC(N[S+](C)(=O)[O-])c2ccccc23)cc1 (configuration not stated) | 6% |
| O=C(c1cccc(-n2cnnc2)c1)N1CCCC(O)(CN2CCCC2)C1 (configuration not stated) | -8% |
| O=C(CSc1ccc(Cl)cc1)N[C@H]1CCOC[C@H]1C1CCOCC1 | -8% |
| O=C1CCN(S(=O)(=O)c2ccccc2)CCCN(C(=O)Cc2c[nH]c3ccccc23)CCN1 | -28% |
| COc1ccc(NS(=O)(=O)c2ccc(N3CCCCS3(=O)=O)cc2)cc1Cl | -1% |
| CC1(C(=O)Nc2ccc(C(N)=O)cc2)CCCc2cnc(Nc3ccccc3)nc21 (configuration not stated) | i |
| Cc1ccc(CN2COc3ccc4c(C)cc(=O)oc4c3C2)cc1 | 4µM* |
| CCSc1nnc2c(n1)OC(c1sccc1C)N(C(C)=O)c1ccccc1-2 (configuration not stated) | -19% |
| Cn1nc(C2CCCCC2)cc1[C@H]1CN2CC[C@H]1C[C@@H]2CNC(=O)COc1ccccc1 | ? |
| COc1ccc(CNC(=O)CC[C@H]2CNC(=O)[C@@H]3[C@@H](CCN3Cc3ccc(F)cc3)N2C)cc1 | 1% |
| CCCN(Cc1cccs1)C(=O)Nc1ccc(OCC)cc1 | 200%[activator][5.79 µM] |
| O=C(C1COc2ccccc2O1)N(Cc1cccnc1)c1nc2c(F)cc(F)cc2s1 (configuration not stated) | i |
| CN(C)C(=O)N1CCC2(CC1)CN(C(=O)c1cccc3[nH]ccc13)Cc1ccccc1O2 | -28% |
| COc1ccc(NC(=O)CN(C)S(=O)(=O)c2cnc[nH]2)cc1 | 46%[activator][0.594 µM] |
| Cc1ccc(C(=O)CSc2nc(-c3ccccc3)nc3c2CCCC3)c(C)c1 | ? |
| CC(C)(C)OC(=O)N1CCC(c2c(C(=O)N3CCN(C(=O)c4ccco4)CC3)cnn2-c2ccc(F)cc2F)CC1 | ? |
| O=C(CCC1CCN(c2cc(NC3CC3)ncn2)CC1)NCCN1CCCCC1 | i |
| O=C(N[C@@H]1CCOC[C@H]1OCc1ccccn1)c1cccc(-n2cnnc2)c1 | -18% |
| O=C(CCc1ccccc1)N1CCC(c2nc(C3CCOCC3)no2)C1 (configuration not stated) | 6% |
| CNCC(=O)N1CC(COC)C2(CCNCC2)C1 (configuration not stated) | 13% |
| CCCCCC(=O)Nc1nc2c(s1)C[C@@H]1[C@](C)(CO)[C@H](O)CC[C@@]1(C)[C@@H]2CC(=O)NCc1ccccc1 | -6% |
| CCc1ccc(CNC(=O)c2ccc3c(c2)N(C)C2CCCCN2C3=O)cc1 (configuration not stated) | ? |
| COc1ccccc1C(=O)Nc1nnc(S(=O)(=O)N2CCCCC2)s1 | -23% |
| CCOC(=O)c1oc2ccc(S(=O)(=O)N3CCc4nnc(C5CC5)n4CC3)cc2c1C | ? |
| O=C(CSCn1nnc2c(=O)[nH]c(Cc3ccc(F)cc3)nc21)Nc1ccccc1 | 10% |
| Cc1cnc(C2CCOCC2)n1CC1CCN(C2CCCCCC2)CC1 | i |
| O=C1CC(c2ccccc2)N(C(=O)C2CC2)CCCN(C(=O)NCc2ccc(F)cc2)CCN1 (configuration not stated) | i |
| Cc1ccc(C(C(=O)NCc2ccc(O)cc2)N(C)C)cc1 (configuration not stated) | -35% |
| COc1ccccc1N1CCN(CC[C@@H]2CC[C@H](O)[C@@H](C(=O)NC3CCCCC3)O2)CC1 | ? |
| COc1ccc(C2Cn3cnc(C(=O)N4CCC(C(=O)NCc5cccc(F)c5)CC4)c3CO2)cc1 (configuration not stated) | -21% |
| COCCCN1CC2(CCN(C(=O)c3cnc(SC)nc3)CC2)CC1=O | 13% |
| COc1ccc(-n2ccn(CC(=O)Nc3ccccc3C(F)(F)F)c(=O)c2=O)cc1OC | 12% |
| COc1cccc(N2CC(C(=O)NCc3ccc(C(F)(F)F)cc3)NC2=O)c1 (configuration not stated) | 8% |
| CCc1ccccc1NC(=O)NCc1ccc2c(c1)CCN2C(=O)c1ccccc1 | -9% |
| O=C(Nc1cccc(Br)c1)N1CCC2(CC1)SCC(=O)N2Cc1ccccc1 | ? |
| Cc1cc(C)n2nc(C)c(C(=O)N[C@@H]3COCC[C@@H]3OCC3CC3)c2n1 | -19% |
| CN1C(=O)C2(CCN(C(=O)CC3CCCC3)CC2)c2ccccc21 | ? |
| Cc1ncoc1C(=O)NCC1Cn2cccc2C(=O)N1CC(C)C (configuration not stated) | -2% |
| O=C(NCc1ccc(F)cc1)N1CC(c2nnc(-c3ccncc3)o2)C2(CCOCC2)C1 (configuration not stated) | -24% |
| O=C(CCc1cc2n(n1)CCNC2)N1CCN(C(=O)c2cccs2)CC1 | -2% |
| O=C1Nc2ccccc2OCC12CCN(Cc1cncs1)CC2 | i |
| O=C(NCc1ccccc1F)C(=O)NCC(c1ccco1)S(=O)(=O)c1cccs1 (configuration not stated) | 12% |
| O=S1(=O)CCCC(c2nc(-c3ccccc3)nn2Cc2ccccc2)C1 (configuration not stated) | -7% |
| CCc1ccc(NCc2cc3ccc(OC)cc3n(CC(=O)Nc3ccc(C(C)C)cc3)c2=O)cc1 | 4% |
| CN(C)CC(=O)Nc1ccc2n(c1=O)C[C@H]1C[C@@H]2CN(S(=O)(=O)c2ccccc2)C1 | -19%[44.1 µM] |
| COCCN1CCC(N2CCN(C(=O)Cc3c(F)cccc3Cl)CC2)C1=O (configuration not stated) | 1% |
| COc1ccc(-c2cc3c(cn2)CN(C)CCN3)cn1 | -1%[44.1 µM] |
| Cc1cc(C(=O)N2CCOC[C@H](Oc3ccc(S(C)(=O)=O)cc3)C2)n(C)n1 | 2%[44.1 µM] |
| Cc1ccccc1Cn1nnc2c(=O)[nH]c(C3CCN(C(=O)c4ccccc4)CC3)nc21 | ? |

(further entries)
| smiles | Pf Dd2 growth |
| --- | --- |
| Cc1cccc(C(=O)N2CC(c3noc(C4CCCN4CC4CC4)n3)C2)c1 (configuration not stated) | -6% |
| O=C(c1ccco1)N1CCC(F)(c2nc(-c3ccncc3)no2)CC1 | -8% |
| COc1cccc(-c2ccnc3nc(C4CCC4)nn23)c1 | i |
| O=C(Nc1ccc(F)cc1)N1CC[C@H]2CC(=O)N(c3ccccc3)CC[C@H]2C1 | 11%[44.1 µM] |
| Cc1cccc(-c2noc(CN(C(C)C)S(=O)(=O)c3ccc(Br)cc3)n2)c1 | ? |
| N#Cc1cccc(NC(=O)NC[C@H]2C[C@@H]3CCN2C[C@@H]3CN2CCN(c3ccc(F)cc3)CC2)c1 | i |
| CCn1c2ccccc2c2nnc(N3CCN(c4cccc(C)c4C)CC3)nc21 | ? |
| CCN(CC)C(=O)CC[C@@H]1CNC(=O)[C@@H]2C[C@H](NC(=O)Nc3cccc(Cl)c3)CN12 | -20% |
| Cc1nc2nc(NCc3cccc(Br)c3)[nH]n2c(=O)c1Cc1ccccc1 | 8% |
| C[C@@H](NC(=O)C[C@@H]1c2nc(NC(=O)c3ccco3)sc2C[C@@H]2[C@](C)(CO)[C@H](O)CC[C@]21C)c1ccccc1 | ? |
| CC(C)NC(=O)N1CCNc2cnc(Nc3cccc(F)c3)nc2C1 | -7%[44.1 µM] |
| O=C(O)C[C@@H]1CCN(C(=O)Nc2ccccc2)C[C@@H]1CCN1CCN(c2ccc(F)cc2)CC1 | i |
| O=C(O)C1c2nc[nH]c2CCN1C(=O)CCN1CCCCC1 (configuration not stated) | 2% |
| COCCNC(=O)Cn1nc(-c2ccccc2)c2ccccc2c1=O | 33%[activator] |
| Cc1cc(C)cc(N2C(=O)CSC23C(=O)N(Cc2c(F)cccc2Cl)c2ccccc23)c1 (configuration not stated) | ? |
| COc1ccc(C(CN)N2CCCC2)cc1 (configuration not stated) | -16%[44.1 µM] |
| CN(Cc1ccc(F)cc1)c1ccc2ncc(Nc3ccc4c(c3)OCCO4)n2n1 | 5.6µM* |
| Cc1ccc2oc(C(=O)Nc3ccc(S(=O)(=O)N4CCCC(C)C4)cc3)cc(=O)c2c1 (configuration not stated) | 80%[activator] |
| Cc1nc([C@@H]2CN(C(=O)CCCc3nc4ccccc4[nH]3)C[C@H]2C(N)=O)n[nH]1 | 8% |
| COc1ccc(OC)c2sc(N3CCN(C(=O)C(C)(C)C)CC3)nc12 | -5% |
| Cc1ccc(S(=O)(=O)N2c3ccccc3CC2c2nnc(C3CCOCC3)o2)cc1F (configuration not stated) | i |
| O=C(Nc1ccon1)c1cnc2n[nH]c(-c3ccccc3)c2n1 | -8%[44.1 µM] |
| Cc1cc(C)n(-c2cccc(CN(C)Cc3nc(-c4ccccn4)no3)c2)n1 | -4% |
| COc1cc(Nc2nc(SCc3ccccc3F)nc3ccccc23)cc(OC)c1 | ? |
| O=C(Cc1cccc(Cl)c1)N1C[C@@H](CO)[C@H](c2ccccn2)C1 | 8% |
| COc1ccc(CNC(=O)CN(c2ccc(C(C)C)cc2)S(=O)(=O)c2c(C)nn(C)c2C)cc1 | ? |
| O=C(O)c1cccc(C(=O)N2C[C@@H]3C[C@H](C2)c2ccc(NC(=O)c4ccco4)c(=O)n2C3)c1 | 3% |
| COCCN1C(=O)[C@H]2CN(Cc3cc(OC)c(OC)c(OC)c3)C[C@H]2C1=O | 18% |
| Cc1ccccc1Cn1c2ccccc2c2cnn(CC(=O)NC3CCCCCC3)c(=O)c21 | 12% |
| O=C(c1ccoc1)N1CCC(n2cc(-c3nc(-c4ccccc4)no3)nn2)C1 (configuration not stated) | ? |
| COc1ccccc1NC(=O)N1CCN(c2nnc(C)c3c(C)n(-c4ccc(Cl)cc4)nc23)CC1 | 33%[activator] |
| COCCNC(=O)[C@@H]1CCC[C@@H](NCc2ccc(F)cc2)CN(C)C(=O)C1 | 2%[44.1 µM] |
| CO[C@H]1[C@H](NC(=O)CCc2cccnc2)c2ccccc2C12CCNCC2 | -26% |
| CC(C)(CC(=O)O)CC(=O)N[C@H]1C[C@H]2C(=O)Nc3ccc(-c4cccs4)cc3C(=O)N2C1 | 4% |
| CC(=O)c1cccc(NC(=O)Cn2c(=O)c(CNc3ccc(C)cc3)cc3cc4c(cc32)OCCO4)c1 | ? |
| O[C@H]1[C@H](NC2CCOCC2)[C@@H](C2CCCCC2)C[C@H]1O | ? |
| O=C(CCc1ccccc1)N1CCCc2ncc(C(=O)N3CCCC[C@@H]3Cc3ccccc3)cc21 | -4% |

Assay outcomes as filed in PubChem BioAssay.
